Screening results (PubChem BioAssay)
Siah-1 displacement: blockers of Siah-1 interaction with plectin peptide – biochemical, fluorescence polarization, rhodamine-plectin, uHTS, primary screen (AID 1817); Siah-1 / rhodamine-plectin peptide fluorescence polarization; higher % means a stronger effect; displacement, % at 20 µM, or IC50 in µM where a hit was titrated; actives 0.02% (n = 290,000);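 active = displacement of at least 50% at 20 µM, with a fluorescence ratio check between 0.3 and a set limit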;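 also: plate controls were Siah plus tracer with DMSO for no effect and tracer alone without Siah for full effect; strong numbers were not always called active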
WT yeast gro inh: growth inhibition of WT yeast, mitochondrial fusion screen; mitochondrial fusion phenotypic screen, WT strain; inhibition, % at 10 µM; actives 2.1% (n = 190,000); AID 1362; in the data active = inhibition above about 58%; tested in S. cerevisiae
RSV CPE inhibition: RSV antiviral activity via CPE protection, HEp-2 cells, primary 10 µM value included (AID 2391). HEp-2 cells, RSV-induced CPE inhibition; higher % means a stronger effect. CPE inhibition, % at 10 µM; hits with a dose series show IC50 in µM. actives 0.13% (n = 310,000); in the data active = a potency from the dose series; also: strong numbers were not always called active
PhoP inhibition: PhoP-dependent GFP reporter repression – Salmonella Typhimurium, primary screen (AID 1863); inhibition, % at 50 µM, or IC50 in µM where a hit was titrated; S. Typhimurium PhoP-regulated promoter GFP reporter, 4 h; higher % means a stronger effect; actives 0.16% (n = 300,000);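 active = inhibition over 29.93%, a cutoff 3 SD above the screen mean, later confirmed by dose response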;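 also: 0% = low Mg2+ inducing control and 100% = high Mg2+ repressing control; strong numbers were not always called active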
Myeloid diff MLP: myeloid differentiation induction; ER-HoxA9 myeloid progenitors, lysozyme-GFP differentiation, flow cytometry; calls only at 10 µM; actives 1% (n = 360,000); AID 624256;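 active = normalized GFP-positive differentiation at or above the plate's own cutoff, the solvent-only control mean plus 3 SD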;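 also: cells exposed to compound for four days before flow analysis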
PMI inhibitors: MPI enzyme activity inhibition – biochemical, fluorescence intensity, coupled assay, primary screen (AID 1209) | actives 0.42% (n = 190,000) | one-dose inhibition, % at 20 µM; IC50 in µM for titrated hits | purified PMI enzyme, coupled fluorescence intensity; higher % means a stronger effect;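 also: plate controls were DMSO vehicle for no effect and wells lacking substrate for full effect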
TNAP activation fold: human TNAP enzyme activators, primary screen, biochemical, luminescent, no phosphate acceptor, uHTS (AID 1001) | purified TNAP, luminescent activation assay, no phosphate acceptor; higher activation fold means a stronger effect | activation fold at 20 µM, or EC50 in µM where a hit was titrated | actives 0.03% (n = 200,000); in the data active = activation fold from about 3, or a potency from the dose series; inactive = the rest, 99 in 100 with activation fold below about 1.6; also: many of its hits are not listed in these tables
XIAP displacement: small molecules displacing peptide from XIAP – biochemical, IAP family, fluorescence polarization (AID 1018). XIAP BIR domain, fluorescence polarization peptide displacement; higher % means a stronger effect. one-dose displacement, % at 20 µM; IC50 in µM for titrated hits. actives 0.007% (n = 200,000); in the data active = displacement above about 50%; also: a part of the inactive calls stands beside numbers as strong as those of hits
PMI inhibition: human PMI inhibitors, high substrate, primary screen, biochemical, fluorescence intensity, high mannose 6-phosphate (AID 1220) | recombinant PMI enzyme, coupled fluorescence intensity; higher % means a stronger effect | one-dose inhibition, % at 20 µM; IC50 in µM for titrated hits | actives 0.66% (n = 190,000)
WT yeast gro inh mutant strain: recorded beside WT yeast gro inh, whose call it bears; inhibition, %; mitochondrial fusion phenotypic screen, mutant strain inhibition
Myeloid diff MLP GFP+ MAC1+ %: further read-out of Myeloid diff MLP, marked with its call; GFP+ MAC1+ double positive, %; measured here: differentiation confirmed by MAC1 staining
Starred values were filed as active, the others as inactive; i = inactive; nt = not tested or not shown; + = active, no number. Rule as the data show it, unless noted: active = inhibition above about 50%; inactive = the rest. Not a hit list. Share with any hit: about 3.1%.

SMILES	Siah-1 displacement	WT yeast gro inh	WT yeast gro inh mutant strain	RSV CPE inhibition	PhoP inhibition	Myeloid diff MLP	Myeloid diff MLP GFP+ MAC1+ %	PMI inhibitors	TNAP activation fold	XIAP displacement	PMI inhibition
CN(C(=O)c1c[nH]c(=O)cc1C(F)(F)F)c1ccc(Cl)cc1	-1%	nt	nt	0.1%	-1%	i	0.5	nt	nt	nt	nt
O=C(Nc1ccc(CN2CCOCC2)cc1)c1ccccc1F	-5%	10	-4	0.7%	-6%	i	1.6	3%	1	-8.1%	5%
CNC(=O)c1ccc(NC(=O)Nc2ccccc2)cc1	-1%	nt	nt	3.7%	17%	i	0.4	nt	nt	nt	nt
CCN(CC)c1ccc(NC(=O)c2ccc(=O)[nH]c2)cc1S(=O)(=O)Nc1ccccc1OC	-6%	24	0	0.4%	4%	i	0.6	62%*	1.2	-9.3%	48%
COc1ccc(CNC(=O)C2CCN(C(=O)c3cccc(Cl)c3)CC2)cc1	-2%	nt	nt	2.6%	5%	i	3.3	nt	nt	nt	nt
Clc1ccc(-c2nc3ccccc3nc2-c2ccccc2)cc1	13%	57	5	7.9%	-12%	i	0.9	3%	1.1	-2.7%	11%
O=C(/C=C/Nc1ccc(F)cc1F)c1cccs1	0%	10	30	4.2%	-2%	i	0.7	16%	1	-8.4%	14%
O=c1c(Cc2ccc(Cl)cc2Cl)c(O)ccn1CC(F)(F)F	-3%	nt	nt	-1.5%	4%	i	0.4	nt	nt	nt	nt
CCC(=O)n1nc(-c2cccnc2)nc1NCc1ccc(OC)cc1	0%	-6	-4	0.6%	6%	i	0.9	9%	0.8	1.0%	4%
O=C(c1cc(S(=O)(=O)N2CCOCC2)ccc1Cl)N1CCc2ccccc2C1	3%	nt	nt	2.2%	-2%	i	0.6	nt	nt	nt	nt
COc1ccc(CCNC(=O)CNC(=O)c2ccc3c(c2)OCO3)cc1OC	0%	nt	nt	0.1%	3%	i	0.4	nt	nt	nt	nt
Cc1ccc(C(=O)NC(C)c2ccc(-n3ccnc3)cc2)c(C)c1 (stereo unspecified)	6%	nt	nt	0.6%	-2%	i	1.2	nt	nt	nt	nt
O=C(CCSc1nnc(-c2ccncc2)o1)Nc1cccc2ccccc12	6%	-13	0	-0.2%	0%	i	1.8	-1%	1.1	-4.8%	14%
Cc1cc(C(=O)NCC23CC4CC(CC(C4)C2)C3)c(C)o1	3%	10	30	0.4%	1%	nt	nt	2%	1.1	-5.4%	-4%
O=C(Nc1ccc(Cn2nnc3ccccc32)cc1)c1ccco1	1%	-20	-13	3.8%	-4%	i	1.0	-2%	1	0.9%	9%

Record cards, as listed above:
`CNC(=O)c1ccc(NC(=O)Nc2ccccc2)cc1` as listed: Siah-1 displacement: -1%; WT yeast gro inh: nt; WT yeast gro inh mutant strain: nt; RSV CPE inhibition: 3.7%; PhoP inhibition: 17%; Myeloid diff MLP: i; Myeloid diff MLP GFP+ MAC1+ %: 0.4; PMI inhibitors: nt; TNAP activation fold: nt; XIAP displacement: nt; PMI inhibition: nt
`CN(C(=O)c1c[nH]c(=O)cc1C(F)(F)F)c1ccc(Cl)cc1` as listed: Siah-1 displacement: -1%; WT yeast gro inh: nt; WT yeast gro inh mutant strain: nt; RSV CPE inhibition: 0.1%; PhoP inhibition: -1%; Myeloid diff MLP: i; Myeloid diff MLP GFP+ MAC1+ %: 0.5; PMI inhibitors: nt; TNAP activation fold: nt; XIAP displacement: nt; PMI inhibition: nt

Other entries
SMILES	Siah-1 displacement	WT yeast gro inh	WT yeast gro inh mutant strain	RSV CPE inhibition	PhoP inhibition	Myeloid diff MLP	Myeloid diff MLP GFP+ MAC1+ %	PMI inhibitors	TNAP activation fold	XIAP displacement	PMI inhibition
CCOc1ccc(C(=O)c2nc3c(n2O)CCCCC3)cc1	-3%	-9	-2	8.9%	3%	i	0.5	-10%	1	-3.1%	-11%
COc1cc(OC)c(-n2c(C)cc(C=O)c2C)cc1Cl	2%	-8	-3	2.9%	-4%	i	6.7	-2%	1.1	-0.7%	0%
O=c1cc2ncc(-c3[nH]ncc3[N+](=O)[O-])cn2[nH]1	-2%	nt	nt	1.3%	8%	i	0.5	nt	nt	nt	nt
O=C1CCCc2c1[nH]c1ccc(Br)cc21	-4%	-4	3	-3.5%	-2%	i	2.2	-1%	1.1	-2.8%	-3%
CCOc1ccc(/C(O)=C2/C(=O)C(=O)N(CCOCCO)C2c2ccccn2)cc1 (stereo unspecified)	7%	7	-11	2.4%	7%	i	3.2	0%	1.1	-2.2%	6%
CS(=O)(=O)c1ccc(C(=O)Nc2ccc(N3CCCCC3)cc2)c(Cl)c1	4%	-10	5	1.2%	-3%	i	0.2	-10%	1.1	-5.3%	-6%
Cc1cccc(-n2ccnc2CN2CCC(CO)(Cc3ccccc3)CC2)c1	14%	nt	nt	-2.9%	-7%	i	0.3	nt	nt	nt	nt
CCOc1ccccc1OCc1nn2c(COc3ccccc3)nnc2s1	3%	20	4	2.3%	-2%	i	2.3	45%	1.1	-0.6%	5%
COc1ccc(N2C(=O)CN=C2Nc2nc(C)cc(C)n2)cc1OC	0%	16	20	nt	-7%	+	15*	-4%	0.9	-7.5%	-7%
Cn1c2ccccc2n2c(=O)c(=O)n(CC(=O)c3ccc(F)cc3)nc12	1%	3	5	0.3%	-4%	i	5.3	2%	1.1	-2.5%	2%
COc1ccc(C(CC(=O)N2CCOCC2)c2c(OC)cc(OC)c3ccc(=O)oc23)cc1 (stereo unspecified)	-6%	nt	nt	-1.7%	3%	i	0.6	nt	nt	nt	nt
O=C(NCCN1CCOCC1)c1ccc(Cl)c([N+](=O)[O-])c1	12%	nt	nt	0.2%	5%	i	1.0	nt	nt	nt	nt
O=C(NC1CCCCCC1)c1ccc2c(=O)n3c(nc2c1)CCCCC3	1%	1	9	2.0%	-7%	i	0.1	3%	1.1	-5.1%	0%
Nc1ccc(C(=O)Oc2ccc([N+](=O)[O-])cc2)cc1	-1%	nt	nt	0.8%	-2%	i	0.2	nt	nt	nt	nt
O=C1CSC(=Nc2ccccc2)N1	1%	11	2	1.2%	5%	i	1.3	6%	0.7	-3.3%	3%
CCOc1cc(-c2noc(CCC(=O)NC3CCCCC3)n2)ccc1OC	1%	nt	nt	0.4%	-2%	i	0.7	nt	nt	nt	nt
CCOC(=O)c1sc(-c2ccccc2)cc1NC(=O)Nc1ccc([N+](=O)[O-])cc1	-1%	0	-16	4.9%	-2%	i	0.6	-3%	1	-5.3%	-12%
CC1Cc2ccccc2N1C(=O)CSC1=NCCS1 (stereo unspecified)	0%	1	7	-3.2%	2%	i	11	2%	1.2	-2.3%	7%
O=C(Nc1ccccc1)C1=C[C@H](c2coc3ccccc3c2=O)C[C@H](OCc2ccc(CO)cc2)O1	0%	-13	-16	2.9%	-12%	i	1.9	18%	1	-6.4%	11%
CCn1c(SCC(=O)N2CCC(C)CC2)nc2c(c1=O)SCC2	0%	nt	nt	-0.4%	-6%	i	0.4	nt	nt	nt	nt
CC1CCC2(CC1)OCC1(CCC3(COC4(CCC(C)CC4)OC3)C1=O)CO2 (stereo unspecified)	2%	-13	-17	0.8%	-10%	i	0.1	0%	1	4.7%	-5%
CCCCCCNC(=O)C(C#N)c1nc2ccccc2nc1N1CCOCC1 (stereo unspecified)	-2%	8	15	0.5%	-3%	i	0.8	9%	0.9	-1.1%	10%
N=C1SCC(=O)N1c1nc(-c2ccccc2)cs1	3%	-6	0	42%	-8%	i	7.0	-1%	1.1	-1.2%	-6%
O=C(CNS(=O)(=O)c1ccccc1)OCC(=O)c1ccc(OC(=O)c2ccccc2)cc1	2%	-11	-18	nt	8%	i	7.4	-3%	1.1	-2.4%	-3%
CN(C)C(CNC(=O)c1ccc(C(F)(F)F)cc1)c1ccco1 (stereo unspecified)	-2%	nt	nt	0.8%	-3%	i	1.5	nt	nt	nt	nt
COc1ccc(Cl)cc1NC(=O)C1Cc2cc(S(=O)(=O)N3CCCC3)ccc2N1C(C)=O (stereo unspecified)	11%	nt	nt	4.9%	-8%	i	1.2	nt	nt	nt	nt
Cc1nnc(SCC(=O)Nc2nc3c(s2)CC(C)CC3)s1 (stereo unspecified)	3%	16	15	-0.7%	-5%	i	2.7	3%	1.1	-3.7%	0%
CC1CCCCC1NC(=O)C1CCN(S(=O)(=O)N2CCCCCC2)CC1 (stereo unspecified)	-6%	4	-4	1.0%	5%	i	0.7	0%	1.1	-9.5%	-5%
COCCNC(=O)CN(c1ccccc1OC)S(C)(=O)=O	1%	8	0	0.8%	-10%	i	2.0	-3%	1.1	-5.1%	-3%
CC(C)(O)P(=O)(O)CCc1ccccc1	-4%	nt	nt	0.5%	-2%	i	0.8	nt	nt	nt	nt
CCOC(=O)c1c(C)[nH]c(C(=O)COC(=O)C2CC2C)c1C (stereo unspecified)	1%	7	10	2.2%	-1%	i	0.6	10%	1.2	-4.0%	10%
Cc1ccc(NC(=O)C(C)C(=O)Nc2ccc(C)cc2)cc1	2%	11	11	1.4%	-2%	i	0.1	-10%	1	-6.9%	-5%
COc1ccc(NS(=O)(=O)c2ccc(S(=O)(=O)N3CCCC3)cc2)cc1Cl	-5%	-20	-22	12%	-7%	i	2.2	26%	1.1	-7.8%	18%
COc1ccc(CNS(=O)(=O)c2ccc3c(c2)NC(=O)C(C)S3)cc1 (stereo unspecified)	-1%	nt	nt	6.2%	8%	i	0.0	nt	nt	nt	nt
COc1cc(OC)cc(C(=O)Oc2ccc(/C=N/Nc3nc4ccccc4s3)cc2OC)c1	-6%	25	-6	12%	-3%	i	0.4	1%	1	-3.7%	17%
CC1=CC(C)(C)Nc2ccc(Cc3ccc4c(c3)C(C)=CC(C)(C)N4)cc21	-3%	nt	nt	12%	0%	i	0.3	nt	nt	nt	nt
CC(=O)c1c(C)n(-c2ccc(C)cc2)c2ccc(O)cc12	0%	nt	nt	0.6%	4%	i	0.5	nt	nt	nt	nt
CCOC(=O)C(C)(C)N(Cc1cccc(C)c1)S(=O)(=O)c1cccc([N+](=O)[O-])c1	0%	21	4	8.8%	28%	i	0.1	7%	1.2	-3.7%	-3%
CC1CCN(c2ccc(C(F)(F)F)cc2N)CC1	-9%	6	7	-1.0%	-10%	i	0.6	2%	1	-4.6%	-2%
O=C(Nc1ccc(O)cc1)/C(=C\c1ccncc1)NC(=O)c1ccccc1	-1%	-15	-4	-2.3%	1%	i	0.9	-32%	1	-1.3%	7%
CCOC(=O)c1[nH]cnc1C(=O)Nc1ccc(C)cc1	18%	nt	nt	0.6%	-3%	i	1.2	nt	nt	nt	nt
CCn1c(CC(=O)Nc2ccc(C)cc2)nnc1SCC(=O)NCc1ccccc1	4%	6	15	2.4%	-11%	i	1.1	2%	1.1	4.0%	0%
O=C1C=C(NCCN2CCOCC2)C(=O)c2cnccc21	3%	4	7	-4.3%	6%	nt	nt	30%	0.9	-4.2%	48%
Cc1ccc(NC(=O)CCCSc2nc3ccccc3[nH]2)cc1	8%	9	12	6.1%	62%	i	0.4	3%	1.2	3.2%	-4%
O=C(c1cccc(Cl)c1)N1CCN(c2ccccn2)CC1	2%	2	2	1.4%	-3%	i	1.0	15%	1.1	-5.1%	13%
COc1ccc(F)cc1S(=O)(=O)n1cnc2ccccc21	-1%	nt	nt	-0.1%	2%	i	0.0	nt	nt	nt	nt
Cn1c(=O)c2c(nc(NCC(O)CO)n2CCc2ccccc2)n(C)c1=O (stereo unspecified)	3%	-8	-4	0.5%	15%	i	0.8	14%	1.1	-3.2%	9%
